AmpC inh no detg: AmpC beta-lactamase inhibition without detergent; AmpC nitrocefin hydrolysis, absorbance 480 nm, 0.0001% Triton; AID 485341; hit rate 0.52% among 330,000; Potency, µM (series often up to 57.1 µM), for inactives: at the top dose activity change, negative = inhibition, most hits filed as inhibitors;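 note: potency is the fitted concentration of half-maximal effect; plate controls were no compound for no effect and no enzyme for full effect; nearly all actives have a fitted effect of over 20% in size; some results filed as inactive show a strong effect at the top dose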
Target sequence (P00811 whole entry, looked up): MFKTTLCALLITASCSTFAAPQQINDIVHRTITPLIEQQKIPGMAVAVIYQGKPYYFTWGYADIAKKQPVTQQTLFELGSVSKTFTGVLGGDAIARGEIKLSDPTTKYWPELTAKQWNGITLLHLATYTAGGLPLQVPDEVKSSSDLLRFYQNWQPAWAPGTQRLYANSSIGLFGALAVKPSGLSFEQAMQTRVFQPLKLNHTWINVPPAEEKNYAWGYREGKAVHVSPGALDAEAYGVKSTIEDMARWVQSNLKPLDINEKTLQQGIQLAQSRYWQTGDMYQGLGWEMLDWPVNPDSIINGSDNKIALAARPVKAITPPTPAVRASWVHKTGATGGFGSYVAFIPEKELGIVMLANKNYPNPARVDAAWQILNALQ
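20 mM phosphate pH 7.0 + 0.01% (detergent screen) or 0.0001% Triton X-100; 5.3 nM AmpC reagent; cpd preinc 15 min RT; nitrocefin (800 uM stock) to start; A480 q20 s × 4 min; Activity was normalised to no-enzyme and no-compound control wells.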
TbPYK inhibitor: blocks Trypanosoma brucei pyruvate kinase | Potency, µM (highest dose often 76.8 µM), for the others: top-dose activity, negative = inhibition, most hits filed as inhibitors | TbPYK enzyme, Kinase-Glo Plus ATP luminescence, 45 min | hit rate 0.12% among 410,000 | Q57TT1; note: potency is the fitted concentration of half-maximal effect; nearly all actives have a fitted effect of over 50% in size
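TbPYK + substrate in 50 mM TEA pH 7.2, 100 mM KCl, 10 mM MgCl2, 0.05% BSA, 0.01% Tween-20; cpd pinned; ADP 130 uM final; 45 min RT; Kinase-Glo Plus 10 min; luminescence endpoint.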
AmpC detergent: inhibitors of E. coli AmpC beta-lactamase with detergent; P00811; Potency, µM (series often up to 114 µM), inactives show at the top dose activity change, negative = inhibition, usual class: inhibitors; AmpC hydrolysis of nitrocefin, absorbance 480 nm, 0.01% Triton; hit rate 0.041% among 370,000;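 note: potency is the fitted concentration of half-maximal effect; 0% = no-compound wells and -100% = no-enzyme wells; nearly all actives have a fitted effect of over 25% in size; some results filed as inactive show a strong effect at the top dose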
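20 mM phosphate pH 7.0 + 0.01% (detergent screen) or 0.0001% Triton X-100; 5.3 nM AmpC reagent; cpd preinc 15 min RT; nitrocefin (800 uM stock) to start; A480 q20 s × 4 min; Activity was normalised to no-enzyme and no-compound control wells.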
LmPK inh: blocks Leishmania mexicana pyruvate kinase activity. Q27686. purified LmPK, Kinase-Glo ATP luminescence, 1 h. Potency, µM (doses to about 57.5 µM), inactives show at the highest dose activity change, negative = inhibition, most hits filed as inhibitors. hit rate 0.37% among 290,000. AID 1721; note: potency is the fitted concentration of half-maximal effect
Target sequence (Q27686 whole entry, looked up): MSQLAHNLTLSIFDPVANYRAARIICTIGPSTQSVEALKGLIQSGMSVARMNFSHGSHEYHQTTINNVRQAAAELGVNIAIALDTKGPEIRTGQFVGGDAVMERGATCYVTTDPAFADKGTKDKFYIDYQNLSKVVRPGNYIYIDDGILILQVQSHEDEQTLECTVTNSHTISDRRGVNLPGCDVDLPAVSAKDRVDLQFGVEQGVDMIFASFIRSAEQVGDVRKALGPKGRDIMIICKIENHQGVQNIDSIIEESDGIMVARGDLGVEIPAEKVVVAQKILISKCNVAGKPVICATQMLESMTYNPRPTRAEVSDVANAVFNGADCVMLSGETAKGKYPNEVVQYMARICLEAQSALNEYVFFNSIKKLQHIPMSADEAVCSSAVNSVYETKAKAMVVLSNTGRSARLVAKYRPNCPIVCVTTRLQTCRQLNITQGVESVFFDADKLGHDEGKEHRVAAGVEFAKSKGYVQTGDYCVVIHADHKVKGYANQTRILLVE
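0.1 nM LmPK, 0.5 mM PEP, 0.1 mM ADP; 50 mM imidazole pH 7.2, 7 mM MgCl2, 50 mM KCl; 1 h RT. Kinase-Glo luminescence readout, normalized to no-enzyme (full inhibition) and uninhibited wells.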
HCMV antiviral: inhibitors of human cytomegalovirus | HFF cells, HCMV-luciferase reporter, 72 h; hits give low values | activity change, negative = inhibition, % at 57.5 µM | hit rate 4.5% among 410,000; in the data active = activity change below about -60%; inconclusive = no clear call, values can overlap the other calls; inactive = above about -39%
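Screen run at 2 compound doses on HFFs infected with reporter HCMV, MOI 1 PFU/cell. Luciferase activity from cell lysates at 72 h post infection gave inhibition relative to buffer-only and Salinomycin wells.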
AMA1-RON2 inh: disrupts binding of P. falciparum AMA1 to RON2; AlphaScreen AMA1-biotinylated RON2 peptide binding; Potency, µM (top dose mostly 58.2 µM), inactives show at the highest dose activity change, negative = inhibition, most hits filed as inhibitors; hit rate 0.2% among 360,000;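 note: potency is the fitted concentration of half-maximal effect; 0% = vehicle wells and -100% = peptide control; nearly all actives have a fitted effect of over 45% in size; some results filed as inactive show a strong effect at the top dose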
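AMA1 (3D7) with his tag at 25 nM final met compounds first, then biotinylated RON2 peptide at 25 nM; detection used donor plus acceptor beads, 10 µg/mL apiece, read by AlphaScreen after 30 min at room temperature.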
Sm TGR block: inhibitors of Schistosoma mansoni thioredoxin glutathione reductase; Potency, µM (top dose mostly 114 µM), for inactives: at the top dose activity change, negative = inhibition, hits mostly inhibitors; AID 485364; hit rate 3% among 360,000; purified TGR, DTNB reduction, TNB absorbance 405 nm; note: potency is the fitted concentration of half-maximal effect; nearly all actives have a fitted effect of over 60% in size
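Kinetic colorimetric format: TGR-catalysed, NADPH-driven DTNB reduction monitored via TNB absorbance. Enzyme dispensed at 20 nM; compound exposure 15 min at room temperature before reaction start.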
* marks the source's active call; other numbers are inactive results; ? = inconclusive; . = not tested or not shown; & = joins results of further samples; [ ] = dose if it differs, or a comment. Unless noted, calls come from the whole dose curve; as a rule, active = well fitted curve in the direction sought with a large enough effect; inconclusive = small, poorly fitted or top-dose-only effect, or another doubt; inactive = no such curve, though single readings can be large; an effect the other way counts as inactive or inconclusive. Unless noted, % is set by controls: 0 for no effect and ±100 for the full control effect.

Each structure is followed by: AmpC inh no detg	TbPYK inhibitor	AmpC detergent	LmPK inh	HCMV antiviral	AMA1-RON2 inh	Sm TGR block
> O=C(c1ccco1)N1CCN(C(=O)N2c3ccccc3Sc3ccccc32)CC1
→ 109%[activator]	-9%	?	1%	?	-19%	-2%
> Cc1ccc(C(=O)NCC(=O)Nc2cccc(S(=O)(=O)NC3=NCCCCC3)c2)cc1C
→ -24%	1%	2%	0%	-35	13%	1%
> COc1ccc(C2=NOC(C(=O)N3CCCc4ccccc43)C2)cc1 (stereo not given)
→ -6%	-1%	3%	2%	-5	-2%	5%
> CC(=O)Oc1ccc(N2C(=O)CCC2=O)cc1
→ 1%	1%	11%	7%	21	20%	2%
> C[C@H](CO)N1C[C@H](C)[C@@H](CN(C)C(=O)NC2CCCCC2)Oc2ccc(NS(=O)(=O)c3ccc(F)cc3)cc2C1=O
→ 204%[activator]	-6%	.	.	5	-3%	.
> CCC1=Nc2cc(C(=O)NCCN3CCCC3)ccc2Sc2ccccc21
→ 102%[activator]	1%	6%	1%	?	-9%	7%
> CCOc1ccc(CCNC(=O)CCN2C(=O)COc3ccccc32)cc1OCC
→ 34%	-3%	-6%	0%	-27	-5%	6%
> CC1CN(C(=O)COC(=O)CSc2ccc([N+](=O)[O-])cc2)CC(C)O1 (stereo not given)
→ -1%	-7%	?	.	-6	-21%	0%
> CN(C)CCNC(=O)c1cccc(-c2cccc3nccn23)c1
→ .	3%	.	.	-6	17%	.
> CC(C)(C)c1cc(NC(=O)COC(=O)c2ccccc2)n(-c2ccccc2)n1
→ .	-2%	.	.	?	-3%	.
> O=C(COc1ccccc1C(=O)N/N=C\c1ccc(O)c(O)c1)N/N=C/c1ccc(O)c(O)c1
→ 40µM*	8%	?	0%	.	?	?
> O=C1CCCC(=O)N1c1ccc(N2CCOCC2)c([N+](=O)[O-])c1
→ 4%	0%	-3%	-7%	-35	-9%	0%
> CC(C)CC(c1nnnn1Cc1ccco1)N1CCN(C2CCCC2)CC1 (stereo not given)
→ -12%	0%	?	4%	-5	-15%	-23%
> C/C(=N\NC(=O)COc1ccccc1-c1ccccc1)c1ccc(O)cc1O
→ -36%	-6%	-7%	5%	-76*	67%[activator]	-5%
> CCC(C)(C)n1nnnc1C(c1cccs1)N1CCN(c2nc3ccccc3s2)CC1 (stereo not given)
→ -3%	-5%	-9%	3%	-76*	-6%	-24%
> COc1cccc(CC(=O)Nc2nc(-c3cccnc3)cs2)c1
→ -35%	-2%	-1%	2%	-62*	-13%	-7%
> COc1ccc(-c2ccc(C#N)c(SCC(=O)OCc3ccccc3)n2)cc1OC
→ 3%	3%	-13%	3%	16	69%[activator]	17%
> Fc1ccc(Nc2nc(Nc3ccc(F)cc3)nc(N3CCOCC3)n2)cc1
→ .	3%	2%	.	-10	.	-6%
> CN(C)c1ccc(C(CNC(=O)c2cccs2)N(C)C)cc1 (stereo not given)
→ -19%	2%	-4%	0%	-37	7%	-5%
> COC(=O)CSc1nnc(Cc2ccccc2)n1-c1ccc(C)cc1
→ 9%	-5%	-2%	2%	0	19%	-7%
> CCCNC(=O)COc1ncnc2sccc12
→ -15%[11.4 µM]	1%	-5%	9%	-26	1%	-11%
> O=C(NCc1ccc(F)cc1)c1cc2n(n1)C(C(F)(F)F)CC(C1CC1)N2 (stereo not given)
→ 28%	-6%	-8%	11%	36	-9%	-9%
> O=C(CSC1c2ccccc2-c2ccccc21)N/N=C/c1ccccc1
→ -15%	1%	-11%	5%	35	6%	-30%
> CCc1ccc(C2CC(=O)Nc3c2c(=O)n(C)c2ncnn32)cc1 (stereo not given)
→ .	7%	1%	.	-6	.	3%
> CCN(CC)S(=O)(=O)c1ccc(N2CCCCC2)c(NC(=O)C2CSC3(C)CCC(=O)N23)c1 (stereo not given)
→ .	-7%	.	.	-26	97%[activator]	.
> Cc1ccc(S(=O)(=O)N(C)c2ccccc2C(=O)N2CCCC2)cc1
→ 56%	5%	2%	-8%	-6	0%	-6%
> CCOc1ccc(S(=O)(=O)n2nc(C)c(S(=O)(=O)N3CCOCC3)c2C)cc1
→ -8%	0%	-5%	6%	-36	-14%	-9%
> CCN(C(=O)c1cc2c(=O)n3cccc(C)c3nc2s1)C1CCCCC1
→ -8%	6%	-1%	0%	3	2%	3%
> NC(=O)CCC(C(=O)O)N1C(=O)c2ccc(O)cc2C1=O (stereo not given)
→ -10%	-10%	-7%	-6%	-18	15%	-2%
> Cc1ccc(-c2c(C#N)c(N)nc3c2CCCCC3)o1
→ -12%	-12%	?	-3%	-27	-8%	-24%
> O=C(CNC(=O)C1CC1)Nc1ccc(F)c(F)c1F
→ -9%	3%	.	.	44	0%	.
> COC(=O)c1ccc(OCC2NCCc3cc(OC)c(OC)cc32)cc1 (stereo not given)
→ -20%	6%	?	-2%	.	-6%	0%
> CCc1nonc1NC(=O)c1oc2ccc(C)cc2c1C
→ -4%	-2%&3%	3%&14%	-2%	15&37	0%	0%&6%
> CC(C)Nc1nc(-c2ccccc2F)c2sc(-c3ccccc3)cc2n1
→ .	-2%	.	.	-18	23%	.
> O=C(CC1(O)C(=O)Nc2ccccc21)c1cccc(Br)c1 (stereo not given)
→ -11%	-2%	-13%	-1%	-23	-3%	1%
> CN(Cc1ccccc1)CC1C2CCC(C2)C1O (stereo not given)
→ .	-7%	.	.	-18	17%	.
> COCCOC(=O)CC1=NC(=O)CS1
→ -11%	-16%	-10%	-2%	13	-8%	-22%
> CCOc1ccccc1C(=O)Nc1cc(-c2ccc(C)cc2)no1
→ .	0%	17%	.	71	.	9%
> O=C(Nc1ccccc1)Nc1cccc(-c2cn3cccnc3n2)c1
→ -51%	3%	4%	3%	?	4%	8%
> Cc1c(C(C)CCCO)oc(=O)c2c1Oc1c(C)c(C(C)C[C@H](C)O)oc(=O)c1C2 (stereo not given in full)
→ -5%	4%	10%	.	-1	12%	-31%

As a working copy, some entries already given.
Each structure is followed by: AmpC inh no detg	TbPYK inhibitor	AmpC detergent	LmPK inh	HCMV antiviral	AMA1-RON2 inh	Sm TGR block
> CC(C)Nc1nc(-c2ccccc2F)c2sc(-c3ccccc3)cc2n1
→ .	-2%	.	.	-18	23%	.
> O=C(CC1(O)C(=O)Nc2ccccc21)c1cccc(Br)c1 (stereo not given)
→ -11%	-2%	-13%	-1%	-23	-3%	1%

Further compounds.
Each structure is followed by: AmpC inh no detg	TbPYK inhibitor	AmpC detergent	LmPK inh	HCMV antiviral	AMA1-RON2 inh	Sm TGR block
> CNc1c(NS(=O)(=O)c2ccc(CC(C)C)cc2)c(=O)oc2ccccc12
→ -2%	3%	-10%	-1%	-11	-6%	-3%
> COc1cc2c(C(=O)NCCCOC(C)C)cn(CC(C)C)c(=O)c2cc1OC
→ 26%	2%	-13%	6%	6	-14%	0%
> O=C(/C=C/c1ccccc1)C1=C(O)C(=O)N(CCO)C1c1ccccc1[N+](=O)[O-] (stereo not given)
→ -30%	-2%	?	2%	59	-20%	.
> CCCCCCC1CC(CC(=O)Nc2ccc([N+](=O)[O-])cc2)C(=O)O1 (stereo not given)
→ -16%	5%	-9%	1%	74	-11%	4%
> COc1cccc(C=Nc2ccc3c(c2)OCCO3)c1O
→ -18%	-21%	?	?	.	10%	-5%
> COc1cccc(N2C(=O)NC(=O)/C(=C\c3cn(C)c4ccccc34)C2=O)c1
→ -13%	1%	-15%	5%	62	3%	?
> COc1ccc(NC(=S)N2CCN(CCN3C(=O)c4cccc5cccc(c45)C3=O)CC2)cc1
→ -25%	-3%	-5%	18%	-37	2%	4%
> COc1cc2c(cc1OC)C(c1cccc([N+](=O)[O-])c1)N(C(=O)CCC(=O)O)CC2 (stereo not given)
→ -22%	3%	0%	2%	12	1%	-26%
> CCCCN(CC)CCCNC(=O)CN1C(=O)CSc2ccc(S(=O)(=O)N3CCOCC3)cc21
→ -14%	-15%&-10%	-2%&4%	?	?	-2%	-23%&4%
> COc1ccccc1NC(=O)c1ccc(-c2nc(COc3ccc(C)cc3)c(C)o2)cc1
→ .	-2%	18%	.	?	.	2%
> COc1cccc(-n2cc(C(=O)NC(C)C)c3ccccc3c2=O)c1
→ 3%	7%	-1%	-1%	143	12%	1%
> CC(=O)Nc1ccc(S(=O)(=O)NCCC(=O)NCC2COc3ccccc3O2)cc1 (stereo not given)
→ -10%	8%	-9%	-2%	-1	0%	2%
> COC(=O)C1SCC2C(=O)N(Cc3cccc(C)c3)CC(=O)N21 (stereo not given)
→ -7%	4%	8%	-3%	4	7%	1%
> O=C(NCc1ccccc1)C(=O)Nc1nc(C23CC4CC(CC(C4)C2)C3)cs1
→ -28%	7%	-2%	-1%	5	8%	-7%
> OC(c1ccccc1)c1ncc(-c2ccccc2F)[nH]1 (stereo not given)
→ .	3%	.	.	127	-13%	.
> O=C1CC(c2cc([N+](=O)[O-])ccc2Cl)c2c(ccc3ccccc23)N1 (stereo not given)
→ -33%	-10%	-8%	6%	3	10%	-17%
> O=C(Nc1ccc(F)cc1F)Nc1sccc1-c1nc2ccccc2s1
→ 7.9µM*	0%	7%	11%	-23	39%[activator]	-2%
> CC/C(=N/NS(=O)(=O)c1ccc(Cl)cc1)c1ccc(O)cc1
→ -29%	33%	?	1%	26	28%	-22%
> CCC(C)[C@H](NC(=O)NCc1cccnc1)C(=O)OC (stereo not given in full)
→ -10%	2%	-4%	2%	5	1%	6%
> O=C(CSc1nc(-c2ccccc2)nc2ccc(F)cc12)Nc1ccc(C(=O)O)cc1
→ -30%	1%	-5%	-2%	-11	-10%	6%
> CCOC(=O)CNc1ccc(C(=O)OCC)cc1[N+](=O)[O-]
→ -13%	-11%	-8%	-4%	54	-4%	-8%
> O=C(Nc1ccc2nc(SCC(=O)N3CCCc4ccccc43)sc2c1)c1ccccc1F
→ .	0%	22%	.	?	.	10%
> O=C1NC(=O)C(CC(=O)N(Cc2ccco2)C2(C(=O)NC3CCCC3)CCCCC2)N1 (stereo not given)
→ 3%	1%	-3%	3%	-19	-11%	-15%
> O=[N+]([O-])c1c(NCCCO)cc(N2CCN(Cc3ccc4c(c3)OCO4)CC2)c2nonc12
→ 198%[activator]	-10%	-10%	1%	-78*	-9%	-7%
> Cc1ccc(-c2csc3ncnc(N4CCN(S(=O)(=O)c5ccc(C#N)cc5)CC4)c23)cc1
→ .	-13%	.	.	-8	-6%	.

Bioassay records deposited in PubChem BioAssay by National Center for Advancing Translational Sciences (NCATS).

An unsorted share of the library. Share with any hit: about 7.4%.
